GDH-TPI counter = counter-screen for M. tuberculosis FBA inhibitors: GDH-TPI coupled enzymes; GDH-TPI coupled enzyme counterscreen, NADH absorbance; inhibition, % at 4.8 µM; actives 1.2% (n = 360,000); in the data active = inhibition above about 30%;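 note: 0% = DMSO wells and 100% = wells lacking the enzyme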
Mtb BioA inh = blocks M. tuberculosis BioA enzyme activity; inhibition, % at 9.99 µM; purified M. tuberculosis BioA enzyme, plate reader; actives 0.096% (n = 360,000); in the data active = inhibition above about 40%
PriA SSB inh = K. pneumoniae PriA-SSBct interaction inhibition; AlphaScreen SSBct-PriA binding, biotinylated peptide; inhibition, % at 33 µM; actives 0.6% (n = 430,000); in the data active = inhibition mostly above about 37%, no sharp cut-off; inactive = mostly below about 20%;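 note: plate controls were negative control peptide for no effect and reference peptide for full effect; strong numbers were not always called active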
Mtb UGM inh = inhibitors of M. tuberculosis UDP-galactopyranose mutase; purified UGM, fluorescence polarization probe displacement; AID 504406; P9WIQ1; inhibition, % at 10 µM; actives 0.06% (n = 320,000); in the data active = inhibition above about 10%, passing the limit was not always enough
Target sequence (P9WIQ1 whole entry, looked up): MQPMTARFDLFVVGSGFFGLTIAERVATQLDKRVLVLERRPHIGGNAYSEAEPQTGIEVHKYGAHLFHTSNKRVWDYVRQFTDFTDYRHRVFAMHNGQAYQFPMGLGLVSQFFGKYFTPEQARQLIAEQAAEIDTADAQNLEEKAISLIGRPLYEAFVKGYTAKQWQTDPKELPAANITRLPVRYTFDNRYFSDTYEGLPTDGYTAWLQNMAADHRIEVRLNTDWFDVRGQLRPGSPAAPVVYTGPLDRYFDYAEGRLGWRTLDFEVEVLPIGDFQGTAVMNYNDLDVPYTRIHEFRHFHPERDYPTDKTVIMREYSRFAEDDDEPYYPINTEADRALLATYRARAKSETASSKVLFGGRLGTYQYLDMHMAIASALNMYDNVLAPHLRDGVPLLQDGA
Rv3671c inh = inhibitors of M. tuberculosis serine protease Rv3671c; actives 0.048% (n = 320,000); AID 2606; inhibition, % at 5.96 µM; P9WHR9; in the data active = inhibition above about 38%;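 note: extracellular domain of Rv3671c used as enzyme; 0% = enzyme with DMSO and 100% = no enzyme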
BH1578 lux ind = quorum light induction in luxS cqsA deficient V. cholerae; V. cholerae BH1578 lux reporter, luminescence, 6 h; actives 0.16% (n = 350,000); activation, % at 18.7 µM; AID 588436; in the data active = activation mostly above about 9.7%, no sharp cut-off; note: not every result past the cut was called active; inactives centre near 0; reference of the scale not given here
VHR inh abs = blocks human VHR1 dual specificity phosphatase; actives 0.52% (n = 290,000); AID 1654; recombinant VHR phosphatase, pNPP absorbance; P51452; inhibition, % at 13.3 µM; in the data active = inhibition above about 50%; note: some compounds called inactive have numbers as strong as hits
MazEF act = increases E. coli MazEF RNase cleavage of RNA. actives 0.32% (n = 350,000). FAM/BHQ RNA-DNA oligo cleavage fluorescence, 5 h. P0AE70. activation, % at 20 µM; in the data active = activation above about 50%
Target sequence (P0AE70 whole entry, looked up): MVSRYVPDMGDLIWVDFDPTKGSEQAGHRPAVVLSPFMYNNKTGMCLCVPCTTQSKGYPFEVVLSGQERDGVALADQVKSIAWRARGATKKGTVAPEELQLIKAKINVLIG
SARS 3CLpro inh = SARS-CoV 3CLpro protease inhibition; P0C6X7; recombinant SARS-CoV 3CLpro, quenched FRET peptide cleavage; inhibition, % at 6 µM; actives 0.14% (n = 290,000); AID 1706; in the data active = inhibition above about 12%
Mtb FBA inh = Mtb fructose-bisphosphate aldolase inhibition. P9WQA3. purified M. tuberculosis FBA, fluorescence read-out. inhibition, % at 1 µM. actives 2.3% (n = 360,000). AID 588726; in the data active = inhibition above about 27%;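 note: 0% = vehicle and 100% = reference inhibitor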
Target sequence (P9WQA3 whole entry, looked up): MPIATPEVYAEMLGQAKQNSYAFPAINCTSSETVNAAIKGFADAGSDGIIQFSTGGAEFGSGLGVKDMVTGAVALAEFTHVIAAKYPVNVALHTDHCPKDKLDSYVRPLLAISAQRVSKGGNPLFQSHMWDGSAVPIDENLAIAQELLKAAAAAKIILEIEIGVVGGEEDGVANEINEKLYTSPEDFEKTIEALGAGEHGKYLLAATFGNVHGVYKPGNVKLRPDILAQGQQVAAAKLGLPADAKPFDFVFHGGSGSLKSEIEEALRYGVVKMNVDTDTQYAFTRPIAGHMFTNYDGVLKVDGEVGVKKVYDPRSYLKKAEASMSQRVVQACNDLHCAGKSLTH
Starred values were filed as active, the others as inactive; i = inactive; / = not tested or not shown; & = joins results of further samples. A portion of the library; rates above refer to the full screens.

SMILES	GDH-TPI counter	Mtb BioA inh	PriA SSB inh	Mtb UGM inh	Rv3671c inh	BH1578 lux ind	VHR inh abs	MazEF act	SARS 3CLpro inh	Mtb FBA inh
Cc1cc(C)n2nc(SC(C)C(=O)Nc3ccccc3F)nc2n1 (centres undefined)	10.8	0.9	-3.8	1.7	-4.1	-0.8	/	7.3	/	1.4
Cc1ccc2c(c1)CC1(CN2C)C(=O)OC(C)(C)OC1=O	-13.8	-0.1	-6.2	/	/	-0.4	17.1	1.5	1.6	13.4
COc1ccc(OCC(=O)NNC(=O)C(=O)N2CCCC2)cc1	-9.6	/	1.5	-4.4	2.1	i	7.6	-60.7	1.7	-1.3
COc1cc(OC)c(C(=O)OCC(=O)c2ccc3c(c2)NC(=O)CO3)cc1OC	-1.9	-0.9	-5.7	-0.5	-28.7	i	/	-2.0	/	-3.8
O=C(CCN1C(=O)c2ccc([N+](=O)[O-])cc2C1=O)Nc1cccc(O)c1	3.3	-0.8	-3.8	-1.8	-0.6	-0.4	8.4	5.2	2.5	7.8
COc1ccc(NC2CS(=O)(=O)CC2NCc2ccco2)cc1 (centres undefined)	6.8	-0.3	-3.0	1.8	8.3	i	19.9	5.4	-3.2	6.7
Cc1cccc(N2CCN(C(=S)Nc3ccc4nc(N5CCN(C)CC5)cc(C)c4c3)CC2C)c1 (centres undefined)	23.2	/	15.9	-0.3	2.2	-0.7	13.0	7.8	3.3	16.7
Cc1ccc2c(c1)N(CCC(=O)NC(C)C)C(=O)CO2	3.7	/	-14.5	2.0	1.3	-0.3	6.2	4.9	0.8	0.4
COc1ccc(-c2nc(C(N)=O)c3[nH]c(=O)n(-c4ccccc4OC)c3n2)c(OC)c1	25.4	7.2	-0.2	0.3	-9.8	-0.2	37.7	-8.0	-1.2	6.8
CN(C)S(=O)(=O)c1ccccc1N=C=S	2.9	-0.7	-3.0	/	/	-0.5	13.1	-0.7	-3.6	2.2
COc1ccc(N(CC(=O)Nc2cccc(N(C)S(C)(=O)=O)c2)S(=O)(=O)c2ccccc2)cc1Cl	-7.5	/	-7.5	1.1	-12.9	-0.2	-0.6	1.7	6.5	-3.3
Cc1nc2ccccc2n1CCOc1ccc([N+](=O)[O-])cc1	12.8	/	10.3	-0.4	-7.5	0.1	25.1	-3.8	4.6	-3.7
CCOc1ccccc1NC(=O)c1ccc2nccnc2c1	1.9	-3.8	-20.2	-1.4	1.4	i	18.7	-1.0	-2.5	4.0
O=c1[nH]c2cccc(Cl)c2n(CCNc2ncc(C(F)(F)F)cc2Cl)c1=O	9.3	0.0	-2.7	-3.6	-5.6	0.7	6.2	12.9	-3.3	1.5
N#Cc1ncn(-c2ccc(Oc3ccccc3)cc2)c1N	-6.5	/	-9.9	1.2	3.3	-0.3	-2.7	13.4	1.2	-7.3
COC(=O)Cn1cnc2ccccc2c1=O	2.6	3.3	-9.6	-0.3	10.4	i	11.6	2.0	-4.1	-0.8
Cc1cc(CNC[C@H]2O[C@@H](n3cnc4c(N)ncnc43)[C@H](O)[C@@H]2O)no1	-5.2	0.5	/	/	/	-0.4	/	4.0	/	-1.3
Cc1ccc(N2CC(C(=O)NCc3ccccn3)CC2=O)cc1 (centres undefined)	-6.4	-0.3	-5.3	0.2	-1.1	i	1.4	-0.3	-5.1	-5.7
O=C1c2cccc(O)c2C(=O)c2c(O)cc(CO)cc21	/	/	6.5	1.8	-10.2	/	/	-69.1	/	/
O=C(CSCCN1C(=O)c2ccccc2C1=O)Nc1ccc2ccccc2c1	6.2	/	-5.5	2.2	-0.8	0.0	-3.9	-10.6	-0.6	1.9
Cc1cc(-n2ccnc2)n2c(nc3ccccc32)c1C#N	11.1	1.4	-0.2	1.7	-8.9	i	20.2	1.2	3.3	23.3
Cc1ccc(C(=O)NCC(=O)OCC(=O)NC(C)c2ccccc2)s1 (centres undefined)	0.3	/	-16.5	1.3	-6.4	i	-17.9	-9.1	-0.5	-0.1
Cc1ccc([C@@H]2C[C@H]3[C@@H](CN2S(=O)(=O)c2ccc(Cl)cc2)C(=O)C[C@@H](c2cccc4ccccc24)N3S(=O)(=O)c2ccc(C)cc2)cc1	11.3	-3.0	/	/	/	i	/	-21.6	/	0.9
COc1cc(NC(=O)COC(=O)/C=C/c2ccc(O)c(OC)c2)cc(OC)c1	9.8	/	7.0	0.3	-3.3	-0.3	-8.9	8.4	-2.8	0.3
Cc1cc(CN(C)C(=O)c2ccc(OC3CCN(Cc4ccccn4)CC3)cc2)on1	11.1	0.2	-2.7	-0.4	0.7	-0.1	-9.1	9.3	-1.1	5.3
COc1ccc(N2CCN(C(=O)CCNS(=O)(=O)c3ccccc3)CC2)cc1	-3.8	/	-5.4	-0.7	-0.6	-0.4	14.9	2.3	-3.0	0.0
O=C(Nc1nccs1)c1ccc(COc2ccccc2Br)o1	15.8	-3.3	-4.9	1.0	-24.4	i	-7.7	4.9	-3.6	-1.1
COc1cc(CC(=O)Nc2nc(C)cs2)cc(OC)c1OC	-3.1	-0.5	-6.7	2.9	0.3	-0.2	23.3	4.2	0.5	-1.4
CCOc1ccc(OCC)c(-c2c(=O)n(OCc3ccccc3Br)c3ccccc3[n+]2[O-])c1	6.8	/	-7.6	-1.8	-3.1	-0.6	17.9	2.4	-3.0	-1.4
CC(=O)C[C@@H](O)CC(=O)[C@@H]1OC(=O)CC/C=C\Cc2ccccc21	3.5	-0.8	4.1	-1.4	-7.0	-0.6	/	-8.3	/	2.5
CCn1nnnc1NCc1ccc(OCc2ccc(F)cc2Cl)c(OC)c1	1.9	1.4	1.5	-1.8	-6.1	0.6	13.6	-2.1	-0.1	0.6
COc1ccc(/C=C/C(=O)NCCSCc2ccco2)cc1OC	8.0	/	5.4	-2.8	11.1	-0.5	-0.9	1.5	-0.8	7.8
O=C(c1ccc(N2CCOCC2)c([N+](=O)[O-])c1)N1CCN(Cc2ccccc2)CC1	-0.8	0.1	4.4	-2.7	-1.9	-0.2	-3.8	1.5	4.1	-2.1
CC(NC=O)c1nc2ccccc2n1CCc1ccccc1 (centres undefined)	7.1	2.6	4.2	2.7	2.1	i	-15.8	5.8	0.4	-1.1
C#CCO[C@@H]1C[C@H](n2ccc(NC(=O)c3ccccc3)nc2=O)O[C@@H]1CO	-4.9	-0.2	-8.5	-0.9	9.4	-3.7	22.5	4.6	/	-0.5
c1ccc(Nc2ccccn2)nc1	-7.2	0.7	-9.4	0.0	-12.7	8.3	-19.0	2.6	-0.7	3.5
CCOc1ccc(C(=O)NN2CCOCC2)cc1	-1.1	-1.0	-15.7	0.5	-1.0	1.6	7.7	1.6	0.9	3.4
COC(=O)c1ccc(NC(=O)CSc2ccccc2)cc1	4.6	-0.2	-17.7	1.0	-1.5	-0.3	-17.1	5.3	0.6	1.1
CCCCc1ccc(-c2ccc(Br)cc2)nc1	-0.2	-0.6	-17.0&-58.1	-1.2	-6.2	i	4.4	0.1	-2.7	-1.1
CC1CC(C)CN(c2nc3c(c(=O)n(C)c(=O)n3C)n2CCSc2nc3ccccc3o2)C1 (centres undefined)	-4.8	-0.8	3.8&-25.0	/	/	-1.6	/	7.2	/	-2.6
COc1ccccc1-c1csc(C(C)(O)c2cccc(F)c2)n1 (centres undefined)	10.6	-0.1	/	/	/	-0.3	/	/	/	-0.9
Cc1nc2nc(-c3cccnc3)[nH]n2c(=O)c1C	12.4	/	-11.6	0.8	3.6	i	33.3	1.2	0.0	1.0
CCSCCOC(=O)C1=C(C)NC2=C(C(=O)CCC2)C1c1coc2ccccc2c1=O (centres undefined)	15.2	-2.3	7.0	1.0	0.2	0.0	32.2	4.6	1.2	0.7
O=C(COC(=O)c1cccc(Br)c1)Nc1cccc2c1C(=O)c1ccccc1C2=O	9.4	/	-8.2	0.4	0.8	-0.1	26.4	5.8	-3.4	-1.8
Cc1ccc(C(=O)CSc2nnc3c4ccccc4nc(Cc4ccccc4)n23)cc1	0.8	0.1	-2.5	2.2	-5.0	0.6	7.4	-5.4	-1.3	-3.0
NC(c1ccc(F)c(F)c1)c1nc(-c2ccc3ccccc3c2)cs1 (centres undefined)	-3.5	0.4	/	/	/	-0.2	/	/	/	-1.5
Cc1cccc(OCC(=O)OC2CCN(C)CC2)c1	3.4	-3.3	-6.9	-3.3	0.6	-0.3	35.2	-4.4	-3.3	8.1
C#CCCOC(=O)N1C2=NC(C(=O)OC)=C(C(=O)OC)[C@@H]3N(C)c4ccccc4[C@]23C[C@H]1C(=O)OC	6.9	-1.7	-2.0	-0.7	-2.8	0.8	-0.3	-11.5	/	3.7
Cc1cc(C)c(-c2noc(C(=O)OC(C)(C)C)c2C(=O)OC(C)(C)C)c(C)c1	-2.2	-2.8	-16.1	-0.9	0.2	51.3*	0.8	-2.0	8.8	1.6
Cc1cc(OCC(F)(F)C(F)(F)C(F)(F)C(F)(F)C(F)(F)C(F)F)nc(N)n1	3.7	/	-9.2	-1.4	-3.5	2.9	39.6	2.1	2.9	-0.4
C=CCC[C@@H](Cc1ccc(F)cc1)C(=O)OC[C@@H](Cc1ccccc1)NC(=O)[C@H](CC=C)CC(=O)NCCO	11.5	-1.5	-0.3	-0.2	2.4	i	/	6.2	/	3.1
CCC(C)N1C(=O)S/C(=C/c2ccc3c(c2)n(C)c(=O)n3C)C1=O (centres undefined)	12.0	1.2	-1.1	1.0	-4.8	-0.2	6.2	8.4	2.9	1.5

Gathered by group: the compounds so far containing an aryl methoxy group
SMILES	GDH-TPI counter	Mtb BioA inh	PriA SSB inh	Mtb UGM inh	Rv3671c inh	BH1578 lux ind	VHR inh abs	MazEF act	SARS 3CLpro inh	Mtb FBA inh
COc1ccc(OCC(=O)NNC(=O)C(=O)N2CCCC2)cc1	-9.6	/	1.5	-4.4	2.1	i	7.6	-60.7	1.7	-1.3
COc1cc(OC)c(C(=O)OCC(=O)c2ccc3c(c2)NC(=O)CO3)cc1OC	-1.9	-0.9	-5.7	-0.5	-28.7	i	/	-2.0	/	-3.8
COc1ccc(NC2CS(=O)(=O)CC2NCc2ccco2)cc1 (centres undefined)	6.8	-0.3	-3.0	1.8	8.3	i	19.9	5.4	-3.2	6.7
COc1ccc(-c2nc(C(N)=O)c3[nH]c(=O)n(-c4ccccc4OC)c3n2)c(OC)c1	25.4	7.2	-0.2	0.3	-9.8	-0.2	37.7	-8.0	-1.2	6.8
COc1ccc(N(CC(=O)Nc2cccc(N(C)S(C)(=O)=O)c2)S(=O)(=O)c2ccccc2)cc1Cl	-7.5	/	-7.5	1.1	-12.9	-0.2	-0.6	1.7	6.5	-3.3
COc1cc(NC(=O)COC(=O)/C=C/c2ccc(O)c(OC)c2)cc(OC)c1	9.8	/	7.0	0.3	-3.3	-0.3	-8.9	8.4	-2.8	0.3
COc1ccc(N2CCN(C(=O)CCNS(=O)(=O)c3ccccc3)CC2)cc1	-3.8	/	-5.4	-0.7	-0.6	-0.4	14.9	2.3	-3.0	0.0
COc1cc(CC(=O)Nc2nc(C)cs2)cc(OC)c1OC	-3.1	-0.5	-6.7	2.9	0.3	-0.2	23.3	4.2	0.5	-1.4
CCn1nnnc1NCc1ccc(OCc2ccc(F)cc2Cl)c(OC)c1	1.9	1.4	1.5	-1.8	-6.1	0.6	13.6	-2.1	-0.1	0.6
COc1ccc(/C=C/C(=O)NCCSCc2ccco2)cc1OC	8.0	/	5.4	-2.8	11.1	-0.5	-0.9	1.5	-0.8	7.8
COc1ccccc1-c1csc(C(C)(O)c2cccc(F)c2)n1 (centres undefined)	10.6	-0.1	/	/	/	-0.3	/	/	/	-0.9

Source: PubChem BioAssay (several laboratories)
